KDM5B inhibitor – inhibitors of human KDM5B histone demethylase | Q9UGL1 | KDM5B demethylase, FDH-coupled NADH fluorescence (FDH is formaldehyde dehydrogenase) | Potency, µM (top dose mostly 57.7 µM), for inactives: at the top dose activity change, negative = inhibition, actives largely listed as inhibitors | 220,000 tested, 2.6% active | AID 1347165; active means well fitted inhibition curve with a large enough effect; inconclusive means small, poorly fitted or top-dose-only effect; inactive means no such curve, though single readings can be large or run the other way; further: 0% is about no effect; nearly all actives have a fitted effect of over 70% in size
Target sequence (Q9UGL1 whole entry, looked up): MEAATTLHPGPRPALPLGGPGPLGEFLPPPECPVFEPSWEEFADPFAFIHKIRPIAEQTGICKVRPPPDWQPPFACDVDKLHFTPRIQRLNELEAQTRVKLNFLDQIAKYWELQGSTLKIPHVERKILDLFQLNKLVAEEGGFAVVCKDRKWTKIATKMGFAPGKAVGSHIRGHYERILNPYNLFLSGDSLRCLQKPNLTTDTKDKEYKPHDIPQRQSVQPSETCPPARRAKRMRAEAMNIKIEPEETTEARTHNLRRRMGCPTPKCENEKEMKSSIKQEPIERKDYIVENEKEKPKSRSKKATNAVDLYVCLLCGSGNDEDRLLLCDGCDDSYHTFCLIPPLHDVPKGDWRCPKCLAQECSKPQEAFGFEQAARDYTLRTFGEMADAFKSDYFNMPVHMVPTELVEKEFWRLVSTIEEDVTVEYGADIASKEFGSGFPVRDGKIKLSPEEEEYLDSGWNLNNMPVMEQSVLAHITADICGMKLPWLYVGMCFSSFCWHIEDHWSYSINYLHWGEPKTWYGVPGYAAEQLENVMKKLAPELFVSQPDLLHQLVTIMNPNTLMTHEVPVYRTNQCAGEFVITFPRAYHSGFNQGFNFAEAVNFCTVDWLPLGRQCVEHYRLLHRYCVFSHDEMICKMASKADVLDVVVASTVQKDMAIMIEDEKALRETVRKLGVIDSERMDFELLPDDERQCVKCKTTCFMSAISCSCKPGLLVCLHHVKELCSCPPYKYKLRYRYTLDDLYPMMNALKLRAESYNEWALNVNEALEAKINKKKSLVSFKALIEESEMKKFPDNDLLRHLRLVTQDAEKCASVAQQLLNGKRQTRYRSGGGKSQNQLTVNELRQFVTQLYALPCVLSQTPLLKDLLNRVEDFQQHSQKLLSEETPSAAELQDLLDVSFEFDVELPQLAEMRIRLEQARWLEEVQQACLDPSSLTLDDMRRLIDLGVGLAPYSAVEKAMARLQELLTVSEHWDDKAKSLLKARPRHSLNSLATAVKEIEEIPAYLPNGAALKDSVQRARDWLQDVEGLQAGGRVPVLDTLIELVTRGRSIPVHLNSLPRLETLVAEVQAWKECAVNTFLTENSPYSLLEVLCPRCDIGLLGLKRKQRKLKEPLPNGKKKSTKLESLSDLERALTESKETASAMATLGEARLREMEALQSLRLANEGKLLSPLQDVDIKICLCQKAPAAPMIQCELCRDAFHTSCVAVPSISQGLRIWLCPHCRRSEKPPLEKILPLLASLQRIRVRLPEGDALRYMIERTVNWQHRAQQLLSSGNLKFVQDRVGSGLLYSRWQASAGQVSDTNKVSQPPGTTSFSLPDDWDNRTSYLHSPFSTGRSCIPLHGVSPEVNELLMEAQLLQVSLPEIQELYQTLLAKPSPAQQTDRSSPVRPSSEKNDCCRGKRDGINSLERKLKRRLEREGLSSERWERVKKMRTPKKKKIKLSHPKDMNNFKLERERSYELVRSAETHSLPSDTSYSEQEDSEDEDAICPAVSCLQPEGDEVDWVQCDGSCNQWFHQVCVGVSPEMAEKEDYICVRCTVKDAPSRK
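KDM5BΔAP (200 nM final) in 50 mM HEPES pH 7.5, 0.01% Tween-20 was preincubated 10 min at RT with compound over a concentration range. Substrate mix (H3K4me3 12.5 µM, α-KG 25 µM, Fe²⁺, ascorbate, NAD⁺, FDH) was added, and NADH fluorescence change over 30 min gave dose-response curves.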
Starred values were filed as active, the others as inactive; ? = inconclusive; & = joins results of further samples; ! = repeats disagree; [ ] = remark or other dose. Potency means the concentration at half of the fitted maximal effect.

SMILES | KDM5B inhibitor
COC(=O)N/N=C/c1cccc(OC(=O)c2ccc3c(c2)OCO3)c1 | 0%
CCOc1ccccc1C(=O)NCCc1noc(C2CC2)n1 | 8%
CC(=O)c1c(CSc2ccccc2)oc2ccc(O)c(CN(C)C)c12 | -35%
CN(C)CC(=O)N1CCC(N2C(=O)C3(CCCC3)C2c2ccccc2)CC1 (centres undefined) | 2%
CC(Cn1ccc2ccccc21)NC1CCN(c2ccc(C(=O)N(C)C)cc2)CC1 (centres undefined) | -29%
COc1ccc(/C=C/C(=O)c2ccc(C)cc2)cc1 | -3%
CN(C)c1ccc(S(=O)(=O)N2CCCCC2)cc1NS(=O)(=O)c1ccc2ccccc2c1 | -19%
O=C(c1ccccc1)C(O)C(c1ccccc1)N1CCOCC1 (centres undefined) | ?
CC(NC(=O)CCc1ncc(-c2ccc(F)cc2F)o1)c1ccc2c(c1)OCO2 (centres undefined) | -5%
OC(CC#CN1CCCCC1)(c1ccccc1)C1CCCC1 (centres undefined) | 18%
CCCCCCCCCCCCCCCC(=O)Nc1ccccc1 | 26%
COc1cccc(CNC(=O)c2sc3ncccc3c2-n2c(C)ccc2C)c1OC | ?
COCc1nc(C2CCN(C(=O)C3CCC3)C2)no1 (centres undefined) | 10%
CC(C)CN1C(=O)C(C)(C)[S+](=O)([O-])[C@@H]2CN(Cc3ccncc3)C[C@@H]21 | ?
CCNc1ncc(CN2CCCC(CCc3cccc(C(F)(F)F)c3)C2)cn1 (centres undefined) | ?
COCCN1CC2(CCC1=O)CCN(C(=O)c1c(C)cccc1C)CC2 | 32%[activator]
C=CCOC(=O)N(C)Cc1cn([C@H]2CN[C@H](C(=O)NC)C2)nn1 | -28%
Cc1cc(-c2nc3ccncc3[nH]2)c(C)o1 | 32µM*!
O=C(c1ccco1)N1CCN(Cc2nnc(-c3ccccc3F)o2)CC1 | ?
CC(C(=O)NCCc1noc(-c2cccnc2)n1)c1ccccc1 (centres undefined) | 6%
COc1ccc(-c2cc(N3CCCN(C(=O)Cc4cccc(Cl)c4)CC3)n[nH]2)cc1 | ?
Cc1cc(Cl)ccc1NCC(=O)NC1(C#N)CCCCC1 | 7%
Cc1cccc(CSc2nnc(CCNC(=O)OC(C)(C)C)o2)c1 | -15%
CCc1ccc(-c2cnc3nc[nH]c(=O)c3n2)cc1 | ?
CC1(C)C([N+](=O)[O-])C(c2ccc(F)cc2)NC(c2ccc(F)cc2)C1[N+](=O)[O-] (centres undefined) | 12%

3 entries from above, arranged by the number in KDM5B inhibitor, largest number first.
SMILES | KDM5B inhibitor
CCCCCCCCCCCCCCCC(=O)Nc1ccccc1 | 26%
COCc1nc(C2CCN(C(=O)C3CCC3)C2)no1 (centres undefined) | 10%
CN(C)CC(=O)N1CCC(N2C(=O)C3(CCCC3)C2c2ccccc2)CC1 (centres undefined) | 2%

The main list resumes, starting three compounds before the break.
SMILES | KDM5B inhibitor
Cc1cccc(CSc2nnc(CCNC(=O)OC(C)(C)C)o2)c1 | -15%
CCc1ccc(-c2cnc3nc[nH]c(=O)c3n2)cc1 | ?
CC1(C)C([N+](=O)[O-])C(c2ccc(F)cc2)NC(c2ccc(F)cc2)C1[N+](=O)[O-] (centres undefined) | 12%
O=C(CCc1ccsc1)NCC1CCCO1 (centres undefined) | 17%
CCOC(=O)CCNC(=O)N1CCC(N2C(=O)C3(CCCCC3)C2c2ccncc2)CC1 (centres undefined) | -15%
CCc1cccc(-n2c(SCc3nc4ccccc4o3)nnc2N2CCOCC2)c1 | -1%
O=C(Nc1ccc(S(=O)(=O)N(Cc2ccccc2)c2ccccc2)cc1)c1ccc(F)cc1 | -25%[11.5 µM]
CCCCC(NS(=O)(=O)Cc1ccccc1)C(=O)O (centres undefined) | 22%
COc1cccc(-c2c(NC(=O)c3ccco3)oc3ccc(Cl)cc3c2=O)c1 | -25%
CCCOC1(C(F)(F)F)NC(=O)N(c2ccc(Cl)cc2)C1=O (centres undefined) | ?
CC(C)(C)C(=O)Nc1cccc(-c2cn3cccnc3n2)c1 | ?
Cc1cc2oc(C(=O)Nc3cccc(Cl)c3)cc(=O)c2cc1C | -16%
COc1ccccc1CNC(=O)CSc1nnc(-c2ccco2)n1C | -11%
COCCCNC(=O)N1CCCC(c2nc(-c3cnccn3)no2)CCNC(=O)CC1 (centres undefined) | -4%
CCCCN(CCCNC(=O)c1cc(Nc2ccc(OC)c(OC)c2)nc2ccccc12)c1ccccc1 | 204%[activator]
CCN1CCC2(CC1)Cc1ccccc1CN(C(=O)CCC(=O)O)C2 | 7%[149 µM]
COCC(=O)NC1CCN(Cc2nnnn2-c2ccccc2)CC1 | 9%
O=C(OCc1ccc(Cl)cc1Cl)c1ccc(O)cc1 | ?
CC(NC(=O)C12CC3CC(CC(C3)C1)C2)c1cccs1 (centres undefined) | 21%
CCn1c(SCc2ncc(-c3ccccc3)o2)nnc1-c1ccccc1 | 14%
O=C(O)Cc1ccc2c(c1)[nH]c1ccccc12 | -34%
Cc1ccc2nc3c(cc(C(=O)NCc4ccco4)c(=N)n3C(C)C)c(=O)n2c1 | ?
O=C(NC1CCCCC1)N[C@H]1[C@H](O)[C@@H](Oc2ccccc2)[C@@H]2OC[C@H]1O2 | -19%[86.2 µM]
CC(SC(C)c1ccccc1)C(=O)Nc1ccccc1F (centres undefined) | 21%
O=C(Cn1ccc2ccc(Cl)cc21)N1CCOCC1 | 8%
C=CCSc1nnc(NC(=O)CCNC(=O)c2ccco2)s1 | -10%
CCOc1ccc(CC(=O)NCc2ccc3c(c2)CCN3C(C)=O)cc1OCC | -21%
CC(C)(C)c1cc(C#N)cc(C(C)(C)C)c1O | 21%
Further compounds.
SMILES | KDM5B inhibitor
O=C(CN1C(=O)NC2(CCOCC2)C1=O)Nc1ccc(Cl)cc1F | 2%
Cc1ccc2oc(-c3ccc(C)c(NC(=O)c4cccs4)c3)nc2c1 | 11%
O=C(CN1CCCC1)NCCCc1ccccc1 | -13%
CCn1nccc1C(=O)N1CCCC1c1nc(CCOc2cccc(C)c2)no1 (centres undefined) | 13%
O=C(Cc1csc2ccccc12)NCc1ccccc1F | -42%
C/C(=N\NC(=O)c1ccoc1C)c1ccccc1 | 37%
Cc1ccc(-c2[nH]c(-c3ccccc3)nc2SCC(=O)Nc2nccs2)cc1 | -2%
O=C(/C=C/c1ccc(Cl)cc1)c1ccc(O)cc1 | -16%
Cc1ccc(NC(=O)Cc2nnc(SCC(=O)NC34CC5CC(CC(C5)C3)C4)n2C)cc1C | 1%
CC(C)C[C@@H]1N[C@H](C(=O)NC(C)C)Cc2cn(Cc3ccncc3)c3cccc1c23 | 18%[86.2 µM]
COc1ccc(C)cc1NC(=O)N1CCCC1c1cccs1 (centres undefined) | -5%
COc1ccc(N2CCOC3CCN(Cc4cccc(Cl)c4)CC3C2=O)cc1 (centres undefined) | -32%[86.2 µM]
Cc1cccc(Cn2cc3c(=O)n(CC(=O)Nc4ccc(C)c(F)c4)nc-3c3cc(F)ccc32)c1 | -2%
O=C(O)c1cc(-c2cccs2)nc2ccccc12 | ?
COc1ccc(-c2noc([C@@H]3CCCN3C(=O)COc3cccc(C)c3)n2)cc1OC | -17%
O=C(NC1CCCCCCC1)c1cc(C(F)(F)F)cc(C(F)(F)F)c1 | 20%
O=C(/C=C/c1cnc2ccccc2n1)NCc1cccnc1 | -5%
O=C(c1ccc2ncccc2c1)N1CCCC(Nc2ccc(F)cc2)C1 (centres undefined) | -14%
CCc1ccccc1NC(=O)N1CCC(N2CCN(Cc3ccccn3)C(=O)C2=O)CC1 | -7%
CC(C)c1nnc2ccc(N3CCCC(C(=O)NCCc4ccc(F)cc4)C3)nn12 (centres undefined) | 15%
CCOC(=O)CC(=O)CSc1nc2ccccc2c(=O)n1-c1ccc(C(=O)NCCOC)cc1 | -27%
CCc1ccccc1NC(=O)c1nc2ccccc2nc1N1CCCC1 | -9%
CC(c1ccc(F)cc1)N1Cc2cc(NC(=O)Cc3cccs3)ccc2OCC1=O (centres undefined) | 6%
O=C1CN(C(=O)CCn2c(-c3ccccc3)cc3ccccc32)CCN1 | ?
O=C1CC(c2ccccc2)N(C(=O)CC2CCCCC2)CCCCCCN1 (centres undefined) | 0%
(further entries)
SMILES | KDM5B inhibitor
CN(C)[C@@H]1CN(Cc2ccc(C#N)cc2)CC[C@@H]1CNC(=O)C1CC1 | -24%
CCOc1ccc(/C=C/c2nc3ccccc3n2S(=O)(=O)c2cccc(Cl)c2)cc1 | 20%
COc1ccc(C)cc1NC(=O)c1ccc2c(=O)n3c(nc2c1)CCCCC3 | ?
COc1ccc(-c2c(C)c3ccc(OCC(=O)OC(C)C)cc3oc2=O)cc1 | ?
CNC(=O)N(O)C1N(/N=C/c2ccc(C)cc2)C(=S)SC1(C)C (centres undefined) | -4%
COc1ccc2c(c1)c1c(c(=O)n(Cc3ccccc3)c(=O)n1CC(=O)Nc1ccccc1OC)n2C | ?
CNc1nccc(N2CCC(CC(=O)NCCCN3CCOCC3)CC2)n1 | 1%
N#CCOc1ccccc1P(=O)(c1ccccc1)c1ccccc1 | 19%
CCCCn1c(N)c(N(CCOC)C(=O)c2cc(-c3ccncc3)nc3ccccc23)c(=O)[nH]c1=O | ?
O=C(CSc1nnc(NC(=O)c2ccccc2[N+](=O)[O-])s1)NCC1CCCO1 (centres undefined) | -2%
CN(C)CCNc1oc(-c2ccc(F)cc2)nc1C#N | ?
CS(=O)(=O)N1CCCN(C(=O)CCCc2ccccc2)c2ccccc21 | -5%
CCS(=O)(=O)N1CCC(Nc2nc3ccccc3o2)CC1 | 16%
CN(C)CCN1CCCN(C(=O)CCc2ccccc2)c2ccccc21 | -5%
Cc1oc(-c2nc(C#N)c(N3CCN(C)CC3)o2)cc1S(=O)(=O)N(C)c1ccccc1 | -5%
CC1=C(c2ccc(C)c(C)c2)S(=O)(=O)NC1=NCc1ccccc1Cl | 2%
COc1ccccc1CNC(=O)CC(c1ccc(OC)c(OC)c1)N1Cc2ccccc2C1=O (centres undefined) | 3%
c1ccc2cc(CN3CCN(Cc4c[nH]c5ccccc45)CC3)ccc2c1 | ?
CCOC(=O)C1CCCN(S(=O)(=O)c2ccc(N3CCCCS3(=O)=O)cc2)C1 (centres undefined) | -9%&-18%
COc1cccc2c1OCCCN(Cc1nnc(-c3ccccc3)o1)C2 | 27%
COc1cccc(CNC(=O)CCc2nnc3n(CC(C)C)c(=O)c4ccccc4n23)c1 | -11%
CCOc1ccc(C(=O)N2CCC(Cc3nc(-c4cnccn4)no3)CC2)cc1OCC | -5%
O=C(c1ccc2ccccc2n1)N1CC(c2nnc(-c3ccncc3)o2)C2(CCOCC2)C1 (centres undefined) | -8%
CCCCN(CCCC)c1nc(-c2ccccc2)cc(-c2ccccc2)c1C#N | ?
CC(NC(=O)c1ccccc1)c1nnc(SCC(=O)NC2CCCC2)n1C (centres undefined) | 30%
(listing goes on)
SMILES | KDM5B inhibitor
CC(C)(C)C(=O)Nc1nnc(Cc2ccccc2F)s1 | -7%
CCN(CC)c1nc2ccccc2nc1C(=O)Nc1cc(C)cc(C)c1 | -3%
NC(=O)CN1CCCC(c2nc(-c3ccc4nc[nH]c4c3)no2)C1 (centres undefined) | 23%
CC1(C(Cl)(Cl)Cl)C=CC(=Nc2ccccc2)C=C1 (centres undefined) | 15%
CO[C@H]1C(=O)N(C(C)C)[C@H]1C1CCN(C(=O)CCc2ccccc2)CC1 | -28%
Cc1ccc2c(n1)N(C)[C@H](CO)CCN(Cc1cccc3c1OCO3)C2 | ?
CCn1cc(S(=O)(=O)N2CCC3(CC2)CC2C(=O)NCCN2C3)cn1 (centres undefined) | ?
Cc1ccc(-n2nc(C)c3c(C)cc(=O)n(CC(=O)Nc4cccc(C)c4C)c32)cc1 | ?
CCCNC(=O)NC(=O)CN(Cc1ccco1)C1CC1 | 25%
CN(C)CCN(C)[C@H]1[C@@H]2OC[C@@H](O2)[C@@H](NCc2ccc(N(C)C)cc2)[C@@H]1O | ?
Cc1ccc(C2Cn3nnc(C(=O)N4CCN(C(=O)c5c(F)cccc5F)CC4)c3CO2)cc1 (centres undefined) | -15%
Oc1c(C(c2ccc(Cl)cc2Cl)N2CCN(Cc3ccccc3)CC2)sc2nc(-c3ccco3)nn12 (centres undefined) | -30%
CCC1(N2CCN(C(=O)c3cccc(OC(F)(F)F)c3)CC2)CCN(S(C)(=O)=O)C1 (centres undefined) | 4%
Cc1ccccc1N1Cc2c(NCc3ccccn3)ncnc2N(C)CC1=O | ?
COCc1noc([C@@H]2CC(F)(F)CN2S(=O)(=O)c2ccccc2)n1 | -15%
CCCCN(CCCC)C(=O)C1(P(=O)(c2ccccc2)c2ccccc2)CCC1 | -2%
CN(Cc1cnccn1)C(=O)CC(c1ccccc1)c1ccccc1Cl (centres undefined) | -8%

A run of entries from further up:
SMILES | KDM5B inhibitor
CCCCN(CCCC)C(=O)C1(P(=O)(c2ccccc2)c2ccccc2)CCC1 | -2%
CN(Cc1cnccn1)C(=O)CC(c1ccccc1)c1ccccc1Cl (centres undefined) | -8%

The list is partial; count on the stated rates, not on these rows.
